Screening data deposited in PubChem by Sanford-Burnham Center for Chemical Genomics.
APOBEC3A inh – blocks human APOBEC3A ssDNA deamination. actives 0.41% (n = 330,000). recombinant A3A, FAM/TAMRA ssDNA deamination fluorescence. inhibition, % at 20 µM;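 active = at least 40% inhibition at 20 µM here, with at most 30% in a related deaminase screen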;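 also: plate controls were A3A with DMSO for no effect and wells lacking A3A enzyme for full effect; some results filed as inactive read as strong as hits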
Target sequence (P31941 whole entry, looked up): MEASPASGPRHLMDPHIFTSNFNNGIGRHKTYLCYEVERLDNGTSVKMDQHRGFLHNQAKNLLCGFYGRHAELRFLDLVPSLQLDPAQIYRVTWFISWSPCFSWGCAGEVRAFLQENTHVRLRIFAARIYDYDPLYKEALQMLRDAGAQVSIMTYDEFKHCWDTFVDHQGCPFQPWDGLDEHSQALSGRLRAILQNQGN
mIAP block – mouse IAP inhibition; purified mouse IAP, CDP-Star luminescence, 30 min; inhibition, % at 10 µM; actives 0.2% (n = 330,000); AID 2806;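 active = inhibition of at least 40% at 10 µM in the primary screen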;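 also: plate controls were DMSO with enzyme for no effect and no enzyme wells for full effect; values of inactives mirror those of a sister screen read the other way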
NLRP3 yeast inh – blocks the NALP3 inflammasome reconstituted in yeast | Yeast reconstituted NLRP3/ASC/caspase-1, beta-gal luminescence, 24 h | inhibition, % at 10 µM | actives 0.39% (n = 330,000) | AID 2825;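 active = inhibition of 50% or more; inactive = inhibition below 50%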;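 also: plate controls were induced DMSO wells for no effect and uninduced yeast grown without galactose for full effect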
A3G deaminase – APOBEC3G (human) deaminase inhibition; Q9HC16; recombinant A3G, ssDNA deamination FAM/TAMRA fluorescence; inhibition, % at 20 µM; actives 0.28% (n = 330,000);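 active = inhibition of at least 40% at 20 µM, with no more than 30% in the related APOBEC3A deaminase screen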;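 also: plate controls were DMSO wells with A3G for no effect and wells lacking A3G enzyme for full effect; some compounds called inactive have numbers as strong as hits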
hIAP act – human IAP activation. purified human IAP, CDP-Star luminescence, 30 min; hits give high values; 1 = vehicle-only enzyme, 0 = enzyme-free background. activation factor at 10 µM. actives 0.16% (n = 330,000);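 active = activation factor of the enzyme at least 2-fold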; also: the source names both 10 and 20 µM as test concentration; values of inactives mirror those of a sister screen read the other way
Target sequence (P09923 whole entry, looked up): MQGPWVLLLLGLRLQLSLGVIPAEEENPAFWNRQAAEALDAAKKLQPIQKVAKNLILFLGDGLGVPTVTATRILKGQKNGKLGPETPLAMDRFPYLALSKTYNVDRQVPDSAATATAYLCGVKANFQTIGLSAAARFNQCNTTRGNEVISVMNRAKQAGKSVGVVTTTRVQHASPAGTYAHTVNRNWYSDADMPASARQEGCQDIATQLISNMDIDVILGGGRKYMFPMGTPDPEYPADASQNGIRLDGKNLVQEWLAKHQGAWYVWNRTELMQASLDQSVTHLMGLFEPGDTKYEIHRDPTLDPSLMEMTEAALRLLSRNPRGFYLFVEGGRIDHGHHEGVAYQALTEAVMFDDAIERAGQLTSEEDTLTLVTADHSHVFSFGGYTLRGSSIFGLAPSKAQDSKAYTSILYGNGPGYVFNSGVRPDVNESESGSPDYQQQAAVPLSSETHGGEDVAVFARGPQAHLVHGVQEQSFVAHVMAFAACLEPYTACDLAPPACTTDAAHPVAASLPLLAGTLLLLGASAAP
beta cell repl – MIN6 beta-cell proliferation induction | MIN6 cells proliferation, ATPlite luminescence, 48 h; cells starved in 0.2% serum; 100% = growth in 10% serum | proliferation, % at 10 µM | actives 0.29% (n = 330,000) | AID 2380;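 active = compounds whose signal lies at least 3.5 SD above the mean of all wells on their plate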;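 also: 0% = DMSO-treated cells in low-serum medium and 100% = 10% serum control; some compounds called inactive have numbers as strong as hits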
SENP1 inh – SENP1 (human) catalytic domain inhibition; Q9P0U3; recombinant SENP1 catalytic domain, CyPet-SUMO1-YPet FRET cleavage; inhibition, % at 10 µM; actives 0.21% (n = 360,000); AID 624204;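 active = inhibition at least 30% at 10 µM, raw YFP signal under a set limit, fluorescence ratio 0.5 to 1.5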;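 also: 0% = enzyme with DMSO and 100% = no enzyme wells; some results filed as inactive read as strong as hits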
Target sequence (Q9P0U3 419-644 limits assumed): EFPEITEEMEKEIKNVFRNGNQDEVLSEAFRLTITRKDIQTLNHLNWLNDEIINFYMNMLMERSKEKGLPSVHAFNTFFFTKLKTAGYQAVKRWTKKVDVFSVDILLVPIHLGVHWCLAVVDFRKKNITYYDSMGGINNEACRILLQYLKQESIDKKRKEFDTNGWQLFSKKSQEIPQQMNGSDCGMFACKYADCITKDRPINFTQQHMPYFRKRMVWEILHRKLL
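Test system: recombinant human SENP1 catalytic domain, His6-tagged / Medium: pH 8 Tris buffer with EDTA, NaCl, BME, BSA, NP40, catalase / Also added: SUMO1 FRET substrate flanked by Cypet and Ypet, 25 nM / Times: 50 min reaction at room temperature / Signal: FRET, CFP and YFP emission / Control set: no-enzyme low control and enzyme-plus-DMSO high control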
hIAP block – blocks human intestinal alkaline phosphatase | P09923 | purified IAP, CDP-Star luminescence, 30 min | inhibition, % at 10 µM | actives 0.12% (n = 330,000) | AID 2544;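 active = inhibition reaching a set limit with compound at 10 µM in the primary screen, cut at about 35% in these data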;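 also: plate controls were DMSO wells with enzyme for no effect and no-enzyme buffer wells for full effect; values of inactives mirror those of a sister screen read the other way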
mIAP act – increases mouse intestinal alkaline phosphatase activity; activation factor at 10 µM; muIAP, CDP-Star luminescence, 30 min; hits give high values; 1 = vehicle-only enzyme signal, 0 = enzyme-free wells; actives 0.24% (n = 330,000);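 active = activation factor of at least 2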; also: the source names both 10 and 20 µM as test concentration; values of inactives mirror those of a sister screen read the other way
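also added = chemiluminescent substrate CDP-Star | test system = mouse IAP enzyme | signal = chemiluminescence readout | compound = DMSO-dissolved test compounds | incubation = 30 min at room temperature | benchmarks = DMSO wells, no-enzyme wells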
The depositor's hits bear a star; . = no result given. The list is partial. The share of hits here may be higher or lower than overall.

cpd	structure	APOBEC3A inh	mIAP block	NLRP3 yeast inh	A3G deaminase	hIAP act	beta cell repl	SENP1 inh	hIAP block	mIAP act
1	CN(C)Cc1c(C(=O)N/N=C/c2cccnc2)nnn1-c1nonc1N	-3	-4	5	-5	0.94	6	0	6	1
2	O=C(NCC1(c2ccccc2)CCCC1)c1ccccc1	-2	-2	10	-8	1.1	-2	-1	-5	1
3	COc1cc(CNn2cn[nH]c2=S)cc(Cl)c1OCc1ccc(F)cc1	2	1	24	-7	1	0	0	-1	0.99
4	COc1ccccc1C(=O)NC(=S)Nc1cccc2cc(O)ccc12	-2	14	26	-3	1.1	-7	-2	-8	0.86
5	Cc1c2ccccc2cc[n+]1CCCS(=O)(=O)[O-]	1	2	4	-2	1	-3	-2	-4	0.98
6	O=c1onc(-c2ccc(Cl)cc2Cl)n1-c1cccnc1	3	-1	9	-6	1	-1	0	-1	1
7	CCn1c(SCC(=O)NCCCN2CCCC2=O)nnc1-c1cccc(C)c1	0	4	-5	-3	1.2	-4	0	-19	0.96
8	C[C@]12CCC3C(CC=C4C[C@@H](O)CC[C@@]43C)C1CCC2[C@]1(C)CCC(=O)O1 (stereo not given in full)	1	8	4	-3	0.73	0	1	27	0.92
9	COc1ccc(CNC(=O)CCCC(=O)Nc2cccc(Br)c2)cc1	-4	-6	0	-3	1.1	2	0	-6	1.1
10	O=C(COc1ncnc2cc([N+](=O)[O-])ccc12)NC1CCCCC1	0	-1	4	-3	0.96	-2	-43	4	1
11	CC(=O)Nc1nonc1-c1nc2ccccc2n1CC1CC1	0	-2	-48	-1	1.4	1	-1	-37	1
12	C[C@H]1CN=C2N(CCNC(=O)CCC3CCCCC3)[C@H](Cc3ccc(O)cc3)CN21	-3	2	19	-5	0.91	1	1	9	0.98
13	CCC(Sc1nc(C)cc(=O)[nH]1)C(=O)Nc1nc(-c2ccccc2)cs1 (stereo not given)	1	8	4	-3	0.87	-2	1	13	0.93
14	C=CCC[C@H](Cc1ccc(F)cc1)C(=O)OC[C@@H](NC(=O)[C@H](CC=C)CC(=O)NCCO)c1ccccc1	-2	-5	8	-5	1	-3	5	-4	1
15	CCOc1ccccc1N1CCN(c2ncnc3scc(-c4ccc(OC)cc4)c23)CC1	-4	-8	0	-6	0.92	-7	-3	8	1.1
16	Cc1ccc2c(C)nc(N/C(N)=N/S(=O)(=O)c3ccc([N+](=O)[O-])cc3)nc2c1	-1	5	41	-1	1.1	-4	4	-9	0.95
17	CN(Cc1ccc(OC(F)F)cc1)Cc1nc2c(Br)cc(Br)cc2c(=O)[nH]1	-5	15	15	-10	1	-6	-8	-3	0.85
18	O=C(Nc1cccc(S(=O)(=O)N2CCCCC2)c1)C1CC(=O)N(Cc2ccco2)C1 (stereo not given)	2	-1	-3	-4	1	1	-1	-4	1
19	COc1ccc(-c2nnc(OCc3ccccc3)c3ccccc23)cc1	-3	8	28	-10	0.93	0	3	7	0.92
20	Cc1cc(C)n2cc(CSc3ncccc3C(=O)O)nc2n1	3	-1	6	0	1.2	-1	0	-20	1
21	O=C(O)/C=C/C(=O)N1CCN(C(=O)/C=C/C(=O)O)CC1	2	8	-1	1	1	-1	2	0	0.92
22	CC(=O)N1N=C(c2ccco2)CC1c1ccc(Br)cc1 (stereo not given)	-1	3	-5	-9	0.94	-2	-2	6	0.97
23	COc1ccc(C(=O)NC2CC3CCCC(C2)N3CC(C)C)cc1 (stereo not given)	-4	-6	14	-5	1.1	-1	3	-7	1.1
24	Nc1ccccc1C(=O)N1O[C@@H]2C=C[C@H]1C2	2	3	.	25	.	.	1	.	0.97
25	COc1ccc(OC)c(NC(=O)Cn2c(CCC(=O)O)ccc2-c2cccs2)c1	-6	-2	-3	-5	0.91	0	-8	9	1
26	O=C(O)c1ccc(N/N=C/c2cn(-c3ccccc3)nc2-c2cccs2)cc1	4	22	18	-1	0.94	-7	-22	6	0.78
27	O=C(Cc1c[nH]c2ccccc12)Nc1ccccc1N1CCOCC1	-4	3	15	-6	1.1	5	0	-5	0.97
28	Cc1ccc(CS(=O)(=O)CCC(=O)NCCN2CCCCC2C)cc1 (stereo not given)	1	6	16	-4	1	-5	-15	0	0.94
29	CN(CCC#N)C(=O)COC(=O)c1nn(-c2ccccc2)c(=O)c2ccccc12	-3	-2	-13	-8	1.1	1	1	-12	1
30	CC(=O)N(c1ccc(C(C)C)cc1)C1C=CS(=O)(=O)C1 (stereo not given)	-2	1	6	-4	0.9	0	0	10	0.99
31	CCOC(=O)c1sc(-c2ccccc2)cc1N	-2	3	-6	-7	0.92	7	0	8	0.97
32	O=C(Cc1ccccc1)NNC(=O)Nc1ccccc1	5	10	8	1	1	-2	1	-2	0.9
33	O=C(N[C@@H]1C/C=C\C[C@@H](CC(=O)N(CCO)Cc2ccccc2)C(=O)NC[C@H](c2ccccc2)OC1=O)OCC1c2ccccc2-c2ccccc21	1	0	27	1	1	-5	-2	-1	1
34	Cc1ccc(S(=O)(=O)N2CCOCC2)cc1C(=O)Nc1ccccc1N1CCOCC1	2	13	-2	4	0.94	-2	1	6	0.87
35	Cc1nn2cc(-c3ccc(Cl)cc3)nc2s1	3	14	13	3	0.96	-4	-2	4	0.86
36	COc1cccc(CNS(=O)(=O)c2ccc3c(c2)N(C(C)=O)CCS3)c1	-2	3	2	-1	0.61	-2	5	39*	0.97
37	C=CCn1c(-c2cccs2)nc2nc3ccccc3nc21	-17	3	4	-5	1	0	-92	-1	0.97
38	O=C(CCNS(=O)(=O)c1ccccc1)Nc1ccccc1	-4	0	12	-7	0.88	-2	2	12	1
39	COc1cccc(NC(=O)CNS(=O)(=O)c2ccc(Cl)cc2)c1	-2	2	20	-4	1.8	0	2	-76	0.98
40	CCOc1ccc(/C(O)=C2/C(=O)C(=O)N(CCOCCO)C2c2cccnc2)cc1 (stereo not given)	-2	2	8	-4	1.1	-1	1	-14	0.98
41	O=C(NCCCN1CCOCC1)c1c(O)c2cc(Br)cc(Br)c2[nH]c1=O	-5	-2	63*	-3	1.1	-6	2	-8	1
42	Nc1c(-c2ccccc2)cnn1-c1cccc(Cl)c1	3	-2	50*	3	0.82	-3	2	18	1
43	CCOC(=O)C1CCN(C(=O)Nc2ccc3nc(C)c(C)nc3c2)CC1	-3	9	-4	-6	1	5	18	0	0.91
44	CCn1cc(S(=O)(=O)NCCc2ccc(OC)c(OC)c2)cn1	-1	-2	17	2	1.2	-4	-1	-24	1
45	CCNc1nc(Oc2ccc(OC)cc2)cc(C(F)(F)F)n1	5	0	12	0	0.78	5	1	22	1
46	COc1cccc(CNC(=O)Cn2ncc3c(=O)oc4ccccc4c32)c1	3	-4	2	-3	0.98	0	3	2	1
47	COC(=O)c1sccc1NC(=O)Cc1ccc(OC)c(OC)c1	2	2	16	1	1.3	0	3	-30	0.98
48	Nc1cc(=O)[nH]c(SCC(=O)Nc2cccc(S(=O)(=O)N3CCCCC3)c2)n1	0	15	5	5	1.1	-3	1	-8	0.85
49	COc1ccc(-c2c(-c3cc(OC)cc(OC)c3)n(C)c3ccc(-c4ccc(SC)cc4)cc23)cc1	-4	-6	9	-8	0.91	-1	-3	9	1.1
50	CC(C)Cn1c(N)c(C(=O)CSc2nnnn2C)c(=O)n(C)c1=O	1	-3	7	-2	1.2	2	1	-21	1
51	Cc1noc(C)c1CSc1nnc(-c2c[nH]c3ccccc23)n1-c1ccc(Cl)cc1	2	-14	4	-4	0.94	-3	1	6	1.1
52	NCCNC[C@@H]1COC2(CCCCCCCCCCC2)O1	-1	9	59*	-7	1.1	-4	3	-8	0.91
53	CCN(CC)CCCN=Cc1c(O)n(-c2cccc(C)c2)c(=O)c2ccccc12	0	-9	15	-2	1.2	-2	-15	-17	1.1
54	COC(=O)c1ccccc1NC(=O)Cn1nc(C(F)(F)F)c2c1CCC2	2	8	14	-4	0.89	2	-4	11	0.92
55	COc1ccc(OC)c2nc3c(cc12)CCC3	-3	-4	6	-7	1.1	1	2	-5	1
56	CCOc1ccc2nc(Cl)sc2c1	-1	-12	-11	-15	1	-3	0	-4	1.1
57	Cc1ccc(NC(=S)NNC(=O)c2cn(C)nc2C)cc1	-3	17	15	-2	0.84	0	2	16	0.83
58	O=C(CCn1c(=S)oc2ccccc21)NC1CCCCCC1	0	-8	2	1	0.98	-2	1	2	1.1
59	N#Cc1c(N)c(C#N)c(-c2ccc(O)cc2)c2c1CCCC2	-6	-16	20	1	0.98	-2	-3	2	1.2
60	CC(C)CC(=O)Nc1c(C(=O)N2CCN(Cc3ccccc3)CC2)oc2ccccc12	-2	-1	19	-4	0.93	-3	2	8	1

Additional records follow:
cpd	structure	APOBEC3A inh	mIAP block	NLRP3 yeast inh	A3G deaminase	hIAP act	beta cell repl	SENP1 inh	hIAP block	mIAP act
61	O=C(c1cc(-c2cccnc2)nc2ccc(Cl)cc12)N1CCN(S(=O)(=O)c2cccs2)CC1	-1	0	9	-10	1	-4	-2	-4	1
62	O=C(CN1CCN(c2ccccc2O)CC1)Nc1ccc(S(=O)(=O)N2CCCCCC2)cc1	-4	6	-2	-9	1	-5	2	-2	0.94
63	O=c1c2c3c(sc2n2cnnc2n1-c1ccccc1)N(Cc1ccccc1)CCC3	-2	0	14	0	0.88	2	.	12	1
64	CCOc1ccc(NC(=O)CCC(=O)NNC(=O)Nc2ccc(Cl)cc2)cc1	2	2	10	-7	1.4	-2	1	-40	0.98
65	COc1cccc(NC(=S)N(CCCN2CCCC2)Cc2ccco2)c1	-5	-3	-11	0	0.98	-2	-2	2	1
66	Cc1ccc(-c2c(C(=O)N/N=C/c3ccc(C)o3)nnn2-c2nonc2N)cc1	-2	5	-12	-4	1.1	-3	-3	-12	0.95
67	NS(=O)(=O)c1ccc(NC(=O)COC(=O)C23CC4CC(CC(C4)C2)C3)cc1	2	1	9	-7	0.97	0	0	3	0.99
68	CN(c1ccccc1)S(=O)(=O)c1cccc(NS(=O)(=O)c2cccc(C(=O)O)c2)c1	-2	-9	1	-7	1	3	0	-1	1.1
69	COc1ccc(NC(=O)CC(C)=O)c(OC)c1	-1	0	22	-7	0.97	-3	4	3	1
70	CC(OC(=O)c1ccco1)C(=O)NCc1cccs1 (stereo not given)	0	-2	9	-1	1.2	-3	1	-17	1
71	CC(C)=CCc1cc([C@@H]2CC(=O)c3ccc(O)c(CC=C(C)C)c3O2)ccc1O	-5	14	14	-12	0.8	-5	-8	20	0.85
72	COCCN(CCOC)S(=O)(=O)c1ccc(OC)cc1	3	-2	13	-3	0.97	-1	3	3	1
73	COc1cccc(NC(=O)Nc2nnc(CC(=O)Nc3ccccc3)s2)c1	0	4	-1	-3	1.1	3	-2	-7	0.96
74	COc1cc(C)c(Cl)c(C)c1S(=O)(=O)NCc1cccnc1	1	-10	6	0	1.2	2	2	-18	1.1
75	O=C(CS(=O)(=O)c1ccc2ccccc2c1)N1CCCCCC1	-3	3	3	-6	1	-2	2	-3	0.97
